Source: PubChem BioAssay (several laboratories)
CRFBP-R2 agonist – CRF-BP/CRF-R2 complex agonism | HEK293 CRF-R2/CRF-BP, calcium dye fluorescence (FLIPR); percent of saturating CRF peptide response | activation, % at 13.2 µM | actives 0.46% (n = 350,000) | AID 588473;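 active = activation of at least 50%, plus an integration ratio under a set limit after plate pattern correction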;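 also: plate controls were neutral control wells without compound for no effect and CRF at EC100 for full effect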
SUMO HTRF inh – inhibitors of human SUMOylation (UBC9). HTRF SUMOylation assay, SAE1/SAE2 + UBC9, in vitro. P63279. actives 0.36% (n = 290,000). AID 2006. inhibition, % at 35 µM; in the data active = inhibition above about 50%, passing the limit was not always enough; inconclusive = no clear call, values can overlap the other calls; also: strong numbers were not always called active
Target sequence (P63279 whole entry, looked up): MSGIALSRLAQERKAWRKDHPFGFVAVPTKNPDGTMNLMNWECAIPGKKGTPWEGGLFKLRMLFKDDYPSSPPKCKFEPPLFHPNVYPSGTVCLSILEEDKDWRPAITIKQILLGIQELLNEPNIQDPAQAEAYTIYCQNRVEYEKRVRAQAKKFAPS
MEKK2 mut-MEK5 – signal of MEK5 binding to mutant human MEKK2 PB1 domain; percent response, % at 10 µM; AID 1530; bead flow cytometry, Alexa488-MEK5 binding to MEKK2 mutant; actives 0.35% (n = 290,000); in the data active = percent response above about 24%, passing the limit was not always enough; also: inactives centre near 1; some results filed as inactive read as strong as hits
CRFR2-BP antag – blocks CRF-induced signaling of the CRF-BP/CRF-R2 complex; HEK293 CRF-R2/CRF-BP, CRF-induced calcium fluorescence; inhibition, % at 11.8 µM; actives 0.59% (n = 350,000); AID 588475;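 active = inhibition of the ligand-induced calcium signal above about 50% at the single tested concentration, limit read from the data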
GalR3 antagonist – human GalR3 antagonism. inhibition, % at 3 µM. O60755. AID 651719. actives 0.44% (n = 360,000). HEK293 GalR3-CNG cAMP membrane potential fluorescence; galR3 body fused to GalR1 C-terminus;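 active = inhibition above the screen-wide average plus 3 SD, cut at about 13% in these data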;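 also: forskolin and galanin both at EC90 stimulate the cells; cAMP rise reported by CNG channel membrane potential dye signal; 0% = forskolin plus galanin with DMSO and 100% = forskolin alone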
Target sequence (O60755 1-299 limits assumed): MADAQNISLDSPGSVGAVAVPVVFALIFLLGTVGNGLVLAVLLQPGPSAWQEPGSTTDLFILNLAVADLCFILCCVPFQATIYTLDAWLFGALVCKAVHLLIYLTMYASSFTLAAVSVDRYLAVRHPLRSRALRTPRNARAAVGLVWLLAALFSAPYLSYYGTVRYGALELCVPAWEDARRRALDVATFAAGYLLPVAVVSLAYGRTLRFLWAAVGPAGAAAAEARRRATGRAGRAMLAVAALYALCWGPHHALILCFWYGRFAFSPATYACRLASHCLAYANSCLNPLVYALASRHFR
NS3 helicase inh – HCV NS3 helicase inhibition | AID 1800 | actives 0.56% (n = 290,000) | NS3 helicase DNA unwinding, Cy5 molecular beacon fluorescence | inhibition, % at 10.9 µM;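 active = inhibition above the mean of all tested compounds plus 3 SD, set per campaign, cut at about 35% in these data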;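 also: 0% = DMSO wells and 100% = thioflavine S control wells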
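test system = hepatitis C virus NS3 helicase domain fragment enzyme | reagent = annealed dual-labelled DNA beacon duplex, ATP-started | times = 1 h at 25 °C | detection = Cy5 fluorescence, 0 and 60 min reads | read-out basis = percent inhibition from t60/t0 fluorescence ratio | control set = DMSO and thioflavine S | replication = one well per compound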
FID counter – displaces DNA intercalator in HCV helicase counter-screen. inhibition, % at 7.9 µM. actives 0.17% (n = 290,000). DNA fluorescent intercalator displacement, fluorescence; in the data active = inhibition above about 37%;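 also: 0% = vehicle and 100% = reference compound; higher means more ethidium bromide displaced from hairpin DNA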
MEKK2wt PB1 HTS – raises or lowers MEK5 binding to wildtype human MEKK2 PB1 domain; bead flow cytometry, Alexa488-MEK5 binding to MEKK2 WT; actives lie on both sides; actives 1.1% (n = 290,000); Q9Y2U5; AID 1531; binding response (% of control), % at 10 µM; in the data active = binding response below about 67% or above about 130%; inconclusive = no clear call, values can overlap the other calls; inactive = in between
MEKK3 PB1 HTS – raises or lowers MEK5 binding to the human MEKK3 PB1 domain. actives 1.4% (n = 290,000). binding response (% of control), % at 10 µM. Q99759. bead-based flow cytometry, Alexa488-MEK5 binding to MEKK3; actives lie on both sides; 0 = blocked by unlabeled MEK5, 100 = vehicle;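 active = binding response more than 3 SD above or below the average of its plate-row segment, actives on both sides; inconclusive = wells at one plate position flagged as instrument error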;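 also: Alexa488 bead fluorescence after subtracting the streptavidin-only scavenger bead signal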
Target sequence (Q99759 whole entry, looked up, the tested form may be a part): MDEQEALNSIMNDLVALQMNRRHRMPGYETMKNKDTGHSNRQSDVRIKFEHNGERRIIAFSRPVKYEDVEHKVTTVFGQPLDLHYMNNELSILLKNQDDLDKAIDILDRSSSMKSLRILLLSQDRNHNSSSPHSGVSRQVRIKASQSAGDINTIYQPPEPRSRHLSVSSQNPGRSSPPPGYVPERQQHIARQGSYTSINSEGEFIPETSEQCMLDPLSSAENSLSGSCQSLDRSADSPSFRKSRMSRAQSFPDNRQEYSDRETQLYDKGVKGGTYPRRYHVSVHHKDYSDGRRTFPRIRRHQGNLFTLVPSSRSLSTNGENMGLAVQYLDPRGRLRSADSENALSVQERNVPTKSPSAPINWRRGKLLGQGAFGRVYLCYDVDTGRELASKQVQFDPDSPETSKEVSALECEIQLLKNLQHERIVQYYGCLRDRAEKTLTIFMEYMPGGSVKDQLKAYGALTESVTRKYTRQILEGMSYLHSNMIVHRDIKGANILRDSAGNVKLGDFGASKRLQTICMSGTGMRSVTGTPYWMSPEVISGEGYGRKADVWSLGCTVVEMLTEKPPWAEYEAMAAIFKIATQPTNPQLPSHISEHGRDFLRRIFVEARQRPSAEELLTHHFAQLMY
Active calls of the source: *; ? = inconclusive; / = not tested or not shown; [ ] = dose if it differs, or a comment. A portion of the library; rates above refer to the full screens.

SMILES	CRFBP-R2 agonist	SUMO HTRF inh	MEKK2 mut-MEK5	CRFR2-BP antag	GalR3 antagonist	NS3 helicase inh	FID counter	MEKK2wt PB1 HTS	MEKK3 PB1 HTS
CC(NC(=O)c1cccc(S(=O)(=O)N(C)C)c1)C1CC2CCC1C2 (centres undefined)	-2.9	-4.3	4.0	2.0	-9.8	-4.1	-27.4	100.0	102.0
Cc1ccc(S(=O)(=O)N2CCCCC2)cc1C(=O)Nc1cccnc1	-0.6	15.8	-15.0	16.0	0.8	-1.2	-15.4	91.0	93.0
CC1CC(C)CN(C(=O)C2CCN(S(=O)(=O)N3CCC4(CC3)OCCO4)CC2)C1 (centres undefined)	-0.8	-1.2	5.0	3.7	-0.5	-0.1	-33.7	103.0	102.0
COc1ccccc1CCNC(=O)C(=O)NCC1OCCN1S(=O)(=O)c1cc(F)ccc1F (centres undefined)	18.5	1.8	1.0	-14.4	/	-2.7	-25.0	96.0	98.0
Cn1c(=O)n(C)c2cc(NS(=O)(=O)c3ccc(F)cc3)ccc21	5.3	2.5	-1.0	-21.1	-5.2	3.9	-7.0	101.0	102.0
COc1ccc(OCCn2cc(/C(N)=N/O)c3ccccc32)cc1	-0.2	22.3	-7.0	-5.7	-5.5	-3.9	-0.3	96.0	97.0
Cc1ccc(/C=N/NC(=O)Cc2ccc(Cl)cc2)s1	-0.2	-10.4	-12.0	4.1	-1.9	4.8	-21.2	83.0	87.0
O=C(OC1CCOC1=O)c1cc(-c2ccc(Cl)cc2)nc2ccccc12 (centres undefined)	-0.9	-1.6	-2.0	-11.9	-3.7	12.2	-7.3	95.0	100.0
Nc1ncnc2c1ncn2[C@H]1C[C@H](O)[C@@H](COP(=O)(O)O)O1	1.0	-3.4	-3.0	-2.7	-1.9	0.2	-0.3	95.0	98.0
NC(=O)C1(N2CCCCC2)CCN(C2CC(=O)NC2=O)CC1 (centres undefined)	0.9	0.9	6.0	5.2	-6.2	21.1	-4.1	99.0	90.0
O=C(O)Cc1ccc(NC(=O)CCN2C(=O)c3ccc([N+](=O)[O-])cc3C2=O)cc1	-1.5	20.4	0.0	8.6	-5.3	18.1	-4.3	114.0	127.0
Cn1c(=O)[nH]c(=O)c2c1nc(N1CCN(C(c3ccccc3)c3ccccc3)CC1)n2CCO	1.0	11.9	10.0	-16.8	-2.1	-3.2	-45.8	103.0	108.0
COC(=O)CNC(=O)c1ccc(NS(=O)(=O)c2cc([N+](=O)[O-])ccc2Cl)cc1	0.2	4.2	9.0	1.0	3.1	6.0	-1.1	106.0	103.0
C=CCn1c(=NC(=O)c2ccco2)sc2cc(C(=O)OC)ccc21	2.0	10.5	4.0	-7.0	-4.9	1.8	0.2	118.0	97.0
O=C(Nc1cccnc1Cl)c1cc(-c2ccccc2O)on1	-0.9	-4.5	-1.0	-7.8	-9.2	7.0	-5.2	103.0	103.0
Cc1ccc(S(=O)(=O)N2CCCCC2)cc1NC(=O)COC(=O)Cc1c(F)cccc1Cl	0.3	-0.2	-2.0	10.3	-0.6	-23.7	-26.8	99.0	99.0
CCOc1ccccc1N(CC(=O)Nc1ccc(S(=O)(=O)N2CCOCC2)cc1)S(=O)(=O)c1ccc(Cl)cc1	-2.6	-14.9	0.0	13.5	5.6	-3.2	-4.3	101.0	101.0
O=[N+]([O-])c1cccc(-c2cc3cccc[n+]3cc2-c2cccc([N+](=O)[O-])c2)c1	0.1	-6.3	4.0	14.2	-1.9	-3.4	15.8	102.0	101.0
Cc1ccc(NC(=O)N2CCC(NC(=O)C(C)(C)C)CC2)cc1	-0.7	-3.2	5.0	5.8	-2.1	-0.2	-3.7	108.0	106.0
Cc1nc2ccc(NC(=O)c3ccc(S(=O)(=O)N(C)C)cc3)cc2s1	-1.4	8.7	-1.0	2.5	-2.1	10.1	-8.1	97.0	107.0
CCCOc1cccc(C(=O)NCCCNC(=O)c2cccnc2)c1	-7.1	2.6	6.0	2.1	1.4	3.2	-9.2	113.0	106.0
COC(=O)C1=C(C)N=C2SC(C)C(=O)N2C1c1ccc(C(=O)OC)cc1 (centres undefined)	1.7	-1.4	1.0	-9.8	-0.7	0.5	-16.3	108.0	108.0
Cc1cc(NC(=O)c2c(Br)cnn2C)no1	0.1	5.5	2.0	-1.3	1.8	8.8	0.0	99.0	99.0
CC(=O)NN1C(=O)/C(=C\c2ccc(Cl)cc2)SC1=S	-1.2	7.0	-3.0	-10.7	-5.6	-1.9	-2.6	91.0	96.0

Single records, from the list above. Screens in order: CRFBP-R2 agonist | SUMO HTRF inh | MEKK2 mut-MEK5 | CRFR2-BP antag | GalR3 antagonist | NS3 helicase inh | FID counter | MEKK2wt PB1 HTS | MEKK3 PB1 HTS
Entry for O=C(Nc1cccnc1Cl)c1cc(-c2ccccc2O)on1 → -0.9 | -4.5 | -1.0 | -7.8 | -9.2 | 7.0 | -5.2 | 103.0 | 103.0
Entry for COC(=O)C1=C(C)N=C2SC(C)C(=O)N2C1c1ccc(C(=O)OC)cc1 (centres undefined) → 1.7 | -1.4 | 1.0 | -9.8 | -0.7 | 0.5 | -16.3 | 108.0 | 108.0

New compounds follow:
SMILES	CRFBP-R2 agonist	SUMO HTRF inh	MEKK2 mut-MEK5	CRFR2-BP antag	GalR3 antagonist	NS3 helicase inh	FID counter	MEKK2wt PB1 HTS	MEKK3 PB1 HTS
COc1cc(NC(=S)N2CCN(Cc3ccccc3)CC2)cc(OC)c1	1.5	-3.0	-2.0	-18.9	1.8	-26.9	-0.4	96.0	94.0
Cc1ccc2c(c1)c1c(n2C)C(C(N)=O)CCC1 (centres undefined)	-0.6	5.2	-5.0	-3.2	-4.9	-3.2	1.2	95.0	93.0
COc1cccc(NS(=O)(=O)c2cc3c(cc2C)NC(=O)CO3)c1	-9.7	2.7	0.0	26.4	/	-10.4	-4.0	102.0	102.0
Cc1cc(=O)[nH]c(-c2ccccc2OC(F)(F)F)n1	-0.1	22.9	4.0	10.3	-6.2	6.3	-2.7	105.0	107.0
COc1ccc(Nc2nc(N)nc(CSc3nnc(C)s3)n2)cc1	-2.5	8.1	-5.0	7.0	-4.8	5.4	-17.1	83.0	71.0
CCOc1ccccc1C1CC(c2cccc(NS(C)(=O)=O)c2)=NN1C(=O)c1ccccc1 (centres undefined)	1.0	-9.2	1.0	-14.0	0.3	-2.1	-24.1	100.0	102.0
COc1ccc(CC(=O)NCc2n[nH]c(=S)n2-c2cccc(C)c2)cc1	0.5	7.2	-20.0	-14.0	-5.8	-2.7	-22.6	?	?
Cc1cc(C)n(-c2nc3ccccc3nc2N2CCOCC2)n1	-0.3	20.1	-4.0	5.9	-1.2	-1.0	-9.5	100.0	106.0
O=C(Nc1ncnc2sc3c(c12)CCCCC3)c1ccccc1	0.1	8.4	-1.0	-56.6	-3.3	-7.5	-18.1	100.0	103.0
O=C(CNc1cccc(C(F)(F)F)c1)N/N=C/c1cccc(Br)c1	0.3	-8.6	11.0	-39.7	-3.7	-2.4	-6.2	104.0	99.0
O=c1oc(Nc2ccc(F)cc2)nc2ccccc12	2.1	16.7	2.0	-10.0	-3.9	3.5	3.2	101.0	100.0
S=c1sc2c(N3CCN(Cc4ccccc4)CC3)ncnc2n1-c1ccccc1	3.8	17.9	4.0	0.2	0.7	-4.5	1.1	99.0	101.0
CCOC(=O)Cc1cc(=O)n2[nH]c(C)c(-c3ccc(Cl)cc3)c2n1	1.1	-17.4	-5.0	17.3	-3.8	15.0	-16.2	95.0	96.0
NNC(=O)Cn1nnc(-c2ccc(C(F)(F)F)cc2)n1	0.1	-7.9	6.0	0.0	-6.1	8.8	-3.6	102.0	107.0
CCCN1CCN(C(c2cc3cc(OCC)ccc3[nH]c2=O)c2nnnn2C2CCCCC2)CC1 (centres undefined)	-2.5	16.0	7.0	-13.2	-1.0	-9.7	13.1	110.0	112.0
O=C(NCc1ccccc1)c1ccc(S(=O)(=O)N2CCCc3ccccc32)cc1	9.5	-15.0	-7.0	-6.2	-4.5	-8.4	-13.7	88.0	84.0
CCOc1cc(NC(=O)C2CCCO2)c(OCC)cc1NC(C)=O (centres undefined)	1.2	7.1	-9.0	7.8	-1.4	3.4	-10.7	93.0	92.0
O=C1C=CC(=O)N1c1cccc(-c2ccccc2)c1	2.4	38.0	-16.0	34.5	-2.2	9.6	4.8	87.0	85.0
O=[N+]([O-])c1ccccc1NCc1c(O)ccc2ccccc12	1.4	-3.1	6.0	-0.6	-8.5	-3.9	9.6	100.0	107.0
COc1ccccc1-n1cc(-c2ccccc2)[nH]c1=S	1.4	-7.5	3.0	-6.6	-9.6	4.5	-12.7	104.0	107.0
O=C(NC1CCCC1)C(c1cc2c(cc1[N+](=O)[O-])OCO2)N1CCCC1 (centres undefined)	-1.4	-1.6	4.0	-5.8	-5.8	25.5	-12.9	103.0	100.0
CCCNC(=O)N1CCN(c2ncccn2)CC1	1.8	3.6	5.0	-11.6	-5.7	2.0	-1.1	100.0	95.0
Cc1cccc(N2C(=O)N(c3ccccc3C)C3CS(=O)(=O)CC32)c1 (centres undefined)	0.4	-9.9	2.0	-30.2	1.8	0.2	-6.2	101.0	103.0
CCc1n[nH]c(=S)n1/N=C/c1c(C)nn(-c2ccccc2)c1Cl	-0.3	4.6	-2.0	-3.4	1.3	-4.6	-6.0	99.0	101.0
O=C(CCC(=O)NC12CC3CC(CC(C3)C1)C2)NC1CCCCC1	-1.2	-3.2	-1.0	2.1	-8.0	-4.7	-27.2	97.0	99.0
C=CCS/C(N)=N\N=C\c1cc(Br)cc([N+](=O)[O-])c1O	-0.1	9.8	-2.0	-2.9	6.9	-1.1	-7.5	96.0	101.0
Cc1ccc2c(c1)Sc1ccccc1CC2=O	-0.7	-20.7	-6.0	20.0	-0.9	-1.1	-1.9	98.0	96.0
N#Cc1ccc(Oc2cccnc2)cc1C#N	-0.1	-8.8	-1.0	1.6	3.5	-2.5	-0.3	106.0	108.0
COc1ccc(-c2cc(C(F)(F)F)n3nc(C(=O)NCc4ccco4)c(Cl)c3n2)cc1	11.5	-3.3	2.0	-56.0	-3.2	-6.7	5.6	30.0*[inhibitor]	107.0
O=S(=O)(c1ccccc1Oc1ccc(Cl)cc1Cl)N1CCCCC1	1.7	13.8	3.0	19.1	-7.3	-7.1	-4.8	95.0	98.0
O=S(=O)(NC1CCCC1)c1ccc(Br)s1	-0.3	1.7	1.0	-5.0	-11.7	7.4	2.9	98.0	96.0
CCOc1ccc(NC(=O)N2CCCC2C(=O)NCc2ccco2)cc1 (centres undefined)	-0.1	-4.6	-1.0	-9.1	-8.2	-0.8	-2.4	98.0	100.0
COc1ccc(-n2c(Cn3c(=O)sc4ccccc43)nnc2SCC(=O)N2CCCCC2)cc1	1.4	2.6	0.0	-2.2	-2.6	11.5	-35.0	97.0	95.0
O=C(CSCc1cc(=O)[nH][nH]1)Nc1ccc(F)cc1	3.4	15.5	-25.0	0.3	-0.6	14.9	-16.7	79.0	76.0
COc1ccc(N(CC(=O)NCc2ccccc2)C(=O)CCC(=O)Nc2cc(C)ccn2)c(OC)c1	0.5	0.0	1.0	-9.4	4.2	-5.5	-42.4	102.0	103.0
CSc1nnc(SCc2nc3sc(C(=O)O)c(C)c3c(=O)[nH]2)s1	9.8	50.2*	-21.0	4.5	-0.5	32.9	-8.1	90.0	91.0
